Bioassay records as filed in PubChem BioAssay.
MITF inh: MITF inhibitors, primary screen, biochemical, AlphaScreen, human; AlphaScreen MITF homodimerization, bead proximity signal; inhibition, % at 2.6 µM; 650,000 compounds, 0.91% hits; Microphthalmia-associated transcription factor (Homo sapiens), O75030; in the data active = inhibition above about 50%;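 note: 0% = vehicle wells with protein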
Target sequence (O75030 whole entry, looked up): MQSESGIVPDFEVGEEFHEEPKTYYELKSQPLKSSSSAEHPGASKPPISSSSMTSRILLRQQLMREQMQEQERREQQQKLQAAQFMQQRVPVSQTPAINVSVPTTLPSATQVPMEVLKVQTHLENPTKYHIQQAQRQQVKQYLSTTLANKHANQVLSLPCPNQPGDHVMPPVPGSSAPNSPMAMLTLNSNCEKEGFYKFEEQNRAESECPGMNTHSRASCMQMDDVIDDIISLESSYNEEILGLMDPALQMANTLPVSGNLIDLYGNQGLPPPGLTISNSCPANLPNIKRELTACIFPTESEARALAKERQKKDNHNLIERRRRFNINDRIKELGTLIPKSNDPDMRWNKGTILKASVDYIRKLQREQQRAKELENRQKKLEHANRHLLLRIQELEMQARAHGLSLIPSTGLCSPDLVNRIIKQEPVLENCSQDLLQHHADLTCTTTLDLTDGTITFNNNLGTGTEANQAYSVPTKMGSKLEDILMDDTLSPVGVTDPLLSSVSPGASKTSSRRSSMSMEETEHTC
GPR151 ag: activators of human GPR151, primary screen, cell-based, PathHunter beta-arrestin, luminescence. G-protein coupled receptor 151 (Homo sapiens), Q8TDV0. PathHunter beta-arrestin GPR151 cells. activation, % at 11.2 µM. 650,000 compounds, 1% hits; in the data active = activation above about 4.9%;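 note: 0% = median of compound wells and 100% = cells with positive control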
TEAD-YAP block: TEAD-YAP interaction inhibition, primary screen, TEAD-YAP interaction inhibitor project, luminescence, HEK-TIYL cells | TEAD-Gal4/YAP UAS-luciferase luminescence | 640,000 compounds, 1.4% hits | inhibition, % at 9.12 µM; in the data active = inhibition above about 32%;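 note: 0% = median of test compound wells and 100% = reference inhibitor wells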
FBW7 activator: FBW7 E3 ligase activators, primary screen, biochemical, AlphaScreen, human | normalized activity (activation), % at 26.1 µM | AID 1259310, 2017 | AlphaScreen FBW7–phospho-cyclin E peptide binding, activator screen | 650,000 compounds, 0.13% hits | F-box/WD repeat-containing protein 7 (Homo sapiens), Q969H0; in the data active = normalized activity above about 1.9%;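 note: purified mutant Fbw7 with reduced substrate affinity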
The depositor's hits bear a star.

nr | Structure | MITF inh | FBW7 activator
1 | CCOc1ccc(NC(=O)c2ccc(Br)o2)cc1 | -4.5 | 0.1
2 | O=C1O[C@@H]2C[C@H]3C[C@@H]2[C@@H]1[C@H]3C(=O)N1CCN(C(=O)c2ccco2)CC1 | 5.8 | -0.2
3 | O=C(Nc1ccc(-c2cn[nH]n2)cc1)C1COc2ccc(Cl)cc2C1 (stereo unspecified) | -0.5 | 0.1
4 | Cc1cccc(CC(=O)NC2CC(=O)N(c3ccccc3)C2)c1 (stereo unspecified) | 10.7 | 0.2
5 | Nc1nnc(SCC(=O)OCC(=O)NCc2ccccc2)s1 | 5.3 | 0.4
6 | Cc1ccc(C(=O)NC2=NCCS2)o1 | -0.2 | 0.1
7 | CCN(CC)C(=O)CSc1nc(O)cc(=O)n1-c1ccc(F)cc1 | 24.8 | 0.3
8 | CSCC[C@@H](C(=O)O)N1Cc2ccccc2C1=O | 4.5 | 0.1

nr | GPR151 ag | TEAD-YAP block
1 | -7.4 | -42.8
2 | 0.9 | 0.7
3 | -1.7 | 28.2
4 | -1.3 | 22.6
5 | -1.1 | 6.4
6 | 0.5 | -36.5
7 | 0.6 | -2.7
8 | -0.5 | 2.0

New compounds follow:
nr | Structure | MITF inh | FBW7 activator
9 | O=C(CCNS(=O)(=O)c1ccc2[nH]c(=O)ccc2c1)Nc1ccccc1F | 8.1 | 0.1
10 | C/C(=N\NC(=O)Cc1c(C)[nH][nH]c1=O)c1ccc(O)cc1 | -1.1 | -0.1
11 | Cc1cc(-c2cn3cc(Br)ccc3n2)c(C)n1Cc1ccco1 | 10.2 | 0.0
12 | Cc1c(C(N)=C(C#N)C#N)c(=N)oc2ccccc12 | 11.4 | -0.1
13 | Cc1ccc2nc(N3CCN(c4ccccn4)CC3)c3nncn3c2c1 | 24.9 | 0.3
14 | Cc1nc(C)c(C(=O)NN)cc1C(=O)NN | 10.4 | 0.2
15 | CC(C)OC(=O)n1c(=S)oc2ccccc21 | 10.1 | 0.2
16 | CCCC1=NN(C(=O)CSCc2ccccc2Cl)C(O)(C(F)(F)F)C1 (stereo unspecified) | -3.1 | 0.2

nr | GPR151 ag | TEAD-YAP block
9 | 0.6 | 6.0
10 | 0.9 | -7.4
11 | 1.9 | -79.8
12 | -0.3 | 6.0
13 | -0.2 | -7.7
14 | -0.3 | -10.2
15 | 0.7 | -12.8
16 | 0.1 | -6.5

Next entries follow.
nr | Structure | MITF inh | FBW7 activator
17 | Cc1cc(C)c(C(=O)CSc2nnc(-c3cnccn3)n2C)cc1C | 1.8 | 0.0
18 | CC(C)CC(NC(=O)CC12CC3CC(CC(C3)C1)C2)C(=O)NC1=NCCS1 (stereo unspecified) | -44.4 | 1.1
19 | COc1ccc2c(NCC3=CC=CC3)cc(C)nc2c1 | 11.5 | -0.2
20 | CC1CC(C)CN(C(=O)c2ccccc2F)C1 (stereo unspecified) | 6.2 | 0.2
21 | CCOc1ccc(NC(=O)NNC(=O)C2CCC(C(C)(C)C)CC2)cc1 (stereo unspecified) | -9.3 | 0.2
22 | COCCn1c(Cc2ccccc2)nnc1SCC(=O)Nc1cccc(OC)c1 | 17.8 | 0.1
23 | C=CCCC(=O)N(Cc1cc2ccc(C)cc2nc1N(C)C)C1CC1 | -7.2 | 0.0
24 | COc1ccccc1N1CCN(C(=O)Cn2ncc3ccsc3c2=O)CC1 | -0.3 | -0.1

nr | GPR151 ag | TEAD-YAP block
17 | 2.3 | -10.6
18 | -0.6 | -2.3
19 | 0.0 | 14.6
20 | -3.0 | 2.0
21 | -0.1 | 5.2
22 | -1.2 | 12.5
23 | -0.3 | 4.9
24 | 1.6 | -0.5

Profiles as entered above:
Listed for CC(C)CC(NC(=O)CC12CC3CC(CC(C3)C1)C2)C(=O)NC1=NCCS1 (stereo unspecified) → MITF inh: -44.4; FBW7 activator: 1.1; GPR151 ag: -0.6; TEAD-YAP block: -2.3
Listed for CCOc1ccc(NC(=O)NNC(=O)C2CCC(C(C)(C)C)CC2)cc1 (stereo unspecified) → MITF inh: -9.3; FBW7 activator: 0.2; GPR151 ag: -0.1; TEAD-YAP block: 5.2
Listed for CC1CC(C)CN(C(=O)c2ccccc2F)C1 (stereo unspecified) → MITF inh: 6.2; FBW7 activator: 0.2; GPR151 ag: -3.0; TEAD-YAP block: 2.0

(listing goes on)
nr | Structure | MITF inh | FBW7 activator
25 | COc1cc(Nc2nc(N3CCCC3CO)nc3c2ncn3Cc2ccc(C(F)(F)F)cc2)cc(OC)c1OC (stereo unspecified) | 6.6 | 0.2
26 | C=Cc1ccc(Cn2c(C(=O)O)c(CNCCc3ccc(C)cc3)c3ccccc32)cc1 | -4.2 | 0.0
27 | C[C@H]1C(=O)N2CCN(C(=O)c3ccc4ccccc4c3)C[C@@H]2C(=O)N1C | 2.1 | 0.3
28 | COc1ccc(S(=O)(=O)Nc2c(C)nn(C)c2C)cc1Br | 8.7 | 0.3
29 | COc1ccc(-n2nnc(-c3nc(-c4ccc(Cl)cc4)no3)c2N)cc1 | -18.4 | -0.2
30 | O=C1c2ccccc2C(=O)N1CCCSc1ccc(Cl)cc1 | 15.0 | 0.3
31 | COc1ccc(/C=C/C(=O)Oc2ccc(C(C)=O)cc2)cc1 | 0.6 | -0.1
32 | COc1ccc(C2NC(=O)c3[nH]nc(-c4ccccc4)c32)c(OC)c1 (stereo unspecified) | -0.2 | 0.0

nr | GPR151 ag | TEAD-YAP block
25 | 1.9 | -1.6
26 | 0.0 | 22.6
27 | -1.5 | -1.6
28 | 2.1 | -16.6
29 | -1.7 | -2.7
30 | -1.1 | 0.6
31 | 0.0 | 4.3
32 | -0.1 | -11.7

3 records drawn at random from those above:
nr | Structure | MITF inh | FBW7 activator
25 | COc1cc(Nc2nc(N3CCCC3CO)nc3c2ncn3Cc2ccc(C(F)(F)F)cc2)cc(OC)c1OC (stereo unspecified) | 6.6 | 0.2
26 | C=Cc1ccc(Cn2c(C(=O)O)c(CNCCc3ccc(C)cc3)c3ccccc32)cc1 | -4.2 | 0.0
32 | COc1ccc(C2NC(=O)c3[nH]nc(-c4ccccc4)c32)c(OC)c1 (stereo unspecified) | -0.2 | 0.0

nr | GPR151 ag | TEAD-YAP block
25 | 1.9 | -1.6
26 | 0.0 | 22.6
32 | -0.1 | -11.7

Part of the list above with just MITF inh and FBW7 activator:
No.	molecule	MITF inh	FBW7 activator
26	C=Cc1ccc(Cn2c(C(=O)O)c(CNCCc3ccc(C)cc3)c3ccccc32)cc1	-4.2	0.0
27	C[C@H]1C(=O)N2CCN(C(=O)c3ccc4ccccc4c3)C[C@@H]2C(=O)N1C	2.1	0.3

The list goes on:
nr | Structure | MITF inh | FBW7 activator
33 | COc1cc(NC(=O)C2CCN(c3ccc(N4CCCC4CO)nn3)CC2)cc(OC)c1OC (stereo unspecified) | 1.6 | -0.1
34 | Cc1cc(C(=O)CC#N)c(C)n1-c1ccc(Br)cc1 | 5.4 | -0.2
35 | FC(F)(F)Oc1cccc(-c2cc(NCCc3ccccn3)ncn2)c1 | -3.0 | -0.1
36 | O=C(NCCc1ccc(O)cc1)c1csc(Nc2ccc(-n3ccnc3)cc2)n1 | 24.8 | 0.1
37 | COc1ccc(NC(=O)NNC(=O)C2CC2c2ccc(C(C)(C)C)cc2)c(OC)c1 (stereo unspecified) | 11.6 | 0.0
38 | O=C(CSc1ccccn1)Nc1ccc(Cl)c([N+](=O)[O-])c1 | -10.9 | -0.1
39 | CCc1ccc(N(CC(=O)Nc2ccccc2C(N)=O)S(=O)(=O)c2ccccc2)cc1 | -5.9 | -0.1
40 | Cc1cccc(N2CCN(S(=O)(=O)c3c(C)n[nH]c3C)CC2)c1C | 5.0 | -0.2

nr | GPR151 ag | TEAD-YAP block
33 | 2.1 | 1.1
34 | -1.0 | -1.3
35 | 4.1 | -22.0
36 | -2.0 | 30.6
37 | 2.1 | 9.5
38 | -0.1 | -1.3
39 | 0.2 | 14.9
40 | -0.7 | -8.0

Next section
nr | Structure | MITF inh | FBW7 activator
41 | COc1cccc(OCCOc2ccc(/C=N/n3cnnc3)cc2OC)c1 | 6.7 | 0.3
42 | CCCS(=O)(=O)N1CCCc2ccc(NC(=O)COc3cccc(OC)c3)cc21 | 18.9 | -0.1
43 | CC(C)(C)NS(=O)(=O)c1ccc(NC(=O)c2cc([N+](=O)[O-])ccc2Cl)cc1 | 3.9 | -0.1
44 | CCOc1cc(/C=C2/C(=N)N3N=C(C)SC3=NC2=O)ccc1OCCOc1ccc(C)cc1C | 3.9 | -0.1
45 | Cc1nc(SCc2ccc3c(c2)OCO3)c2c3c(sc2n1)CCCC3 | 23.9 | 0.1
46 | S=C(c1cccnc1)N1CCOCC1 | 14.5 | 0.3
47 | N#C/C(=C\c1ccccc1F)c1nn(CCO)c(N)c1C#N | -8.0 | -0.1
48 | CC(=O)Nc1ccc(Nc2c3c(nc4c(-c5ccccc5)c(C)nn24)CCC3)cc1 | -2.5 | -0.1
49 | Cc1cccc(NC(=O)C2(NS(=O)(=O)c3cccc4cccnc34)CCCCC2)c1 | -8.9 | -0.1
50 | O=C(CCSc1nnc(-c2ccco2)o1)N1CCOCC1 | 10.4 | 0.9

nr | GPR151 ag | TEAD-YAP block
41 | -0.7 | -5.1
42 | 1.0 | 4.2
43 | 2.4 | 23.0
44 | 2.4 | 11.6
45 | -1.3 | -4.5
46 | -0.1 | 7.0
47 | 0.5 | -17.2
48 | 1.4 | -1.4
49 | -2.0 | 1.9
50 | -1.5 | 1.7
